Screening results from PubChem.
IkB signaling: IkB pathway inhibition in ABC-DLBCL cells; ABC-DLBCL IkBa-CBG/CBR dual luciferase ratio, 4 h; response scale: scaled: untreated 0%, proteasome inhibitor 100%; Potency, µM (top dose mostly 57.1 µM), inactives show at the top dose IkBa stabilization activation; 0.04% of 110,000 active; AID 445; active = well fitted curve in the direction sought with a large enough effect in the signal ratio, not every such curve was filed as active; inconclusive = small, poorly fitted or top-dose-only effect, or a change in a side signal; the % refers to the signal ratio;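 also: the direction sought is a rising ratio; 0% = basal untreated cells and 100% = reference inhibitor full response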
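In this assay, an IκBα–CBG68 fusion accumulates when IKK-driven degradation is blocked; native CBR normalizes for cell number. OCI-Ly3 cells were treated 4 h with compound and doxycycline, then green and red light read after Chroma-Glo addition.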
p53ts 39C kill: kills p53ts cells at the nonpermissive temperature; 1.5% of 130,000 active; H1299-p53A138V viability at 39C, ATP luminescence, 24 h; Potency, µM (top dose mostly 46.1 µM), for inactives: top-dose activity change, negative = cell killing, most hits filed as cytotoxic; AID 902; also: nearly all actives have a fitted effect of over 55% in size
Peg3 imprint: inducers of genomic imprint erasure in mouse ES cells. Potency, µM (top dose mostly 60.7 µM), inactives show top-dose activity change, positive = activation, usual class: activators. 0.02% of 110,000 active. AID 1948. mouse ES Peg3-LacZ reporter, beta-gal luminescence, 40 h;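 also: 0% = negative control wells on the plate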
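Gelatin-coated wells received 300 freshly trypsinized female ES cells with a Peg3LacZ-Neo reporter on the maternal allele, then incubated 40 hours at 37C. BetaGlo was added for 5 minutes at room temperature before a single luminescence read.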
p53ts 32C kill: cytotoxicity in p53ts cells at permissive temperature; 0.93% of 130,000 active; Potency, µM (titrated, usually from 46.1 µM), without a hit: top-dose activity change, negative = cytotoxicity, usual class: cytotoxic; H1299-p53A138V at 32C, ATP luminescence viability, 24 h; AID 924;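 also: 0% = DMSO and -100% = full killing by reference compound; nearly all actives have a fitted effect of over 55% in size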
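Viability by ATPlite luminescence after 24 h compound treatment (up to 46 uM) at the permissive 32C. Cells are H1299 carrying p53 A138V. Scale runs from DMSO basal to 100 uM tamoxifen as full kill; AC50 from Hill fits.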
* marks the source's active call; other numbers are inactive results; ? = inconclusive; nt = no result given; [ ] = dose if it differs, or a comment. Unless noted, calls follow the shape of the dose curve; as a rule, active = well fitted curve in the direction sought with a large enough effect; inconclusive = small, poorly fitted or top-dose-only effect, or another doubt; inactive = no such curve, though single readings can be large; an effect the other way counts as inactive or inconclusive. Unless noted, % is scaled to controls: 0 for no effect and ±100 for the full control effect; potency is read from the fitted curve at half-maximal effect.

SMILES	IkB signaling	p53ts 39C kill	Peg3 imprint	p53ts 32C kill
CCOc1ccc(S(=O)(=O)c2cn(C)c3ccccc3c2=O)cc1	1.3%	13%	-10%[10.9 µM]	-4%
CC(=O)c1cc(F)c(N2CCN(CCC#N)CC2)cc1C	nt	0%	nt	7%
Cn1nc(C(=O)Nc2cccc(C(F)(F)F)c2)ccc1=O	-1.1%	-13%	-6%	-2%
Cc1ccc(-n2nc(C)c(C(=O)O)c2-n2cccc2)cc1	1.5%	-4%	-6%[10.9 µM]	4%
O=C(O)C[C@H]1OCC=C2C[N@@+]3([O-])CC[C@]45c6ccccc6N[C@@H]4[C@@H]1[C@H]2C[C@H]53	-0.6%[11.4 µM]	-2%[9.22 µM]	3%[10.9 µM]	7%[9.22 µM]
Nc1c(S(=O)(=O)O)cc(Nc2ccc(Nc3nc(Cl)nc(Nc4ccc(S(=O)(=O)O)cc4)n3)c(S(=O)(=O)O)c2)c2c1C(=O)c1ccccc1C2=O	25%	?	-38%[inhibitor]	?
Cc1ccc(-n2nc3ccc(NC(=O)c4oc5ccccc5c4C)cc3n2)cc1	-1.0%	?	-5%[10.9 µM]	-5%
CC(C)c1nnc(NC(=O)c2ccc(S(=O)(=O)N3CCOCC3)cc2)s1	1.9%	-10%	-3%	6%
COc1ccccc1C(=O)Nc1ccc(OCc2cc(=O)n3cccc(C)c3n2)cc1	-0.8%	6%	4%[10.9 µM]	9%
CCCOC(=O)NC(CC)COC(=O)Nc1cccc(C)c1C (stereo unspecified)	1.0%	-7%	-26%	1%
Cc1ccc(N2C(=O)c3cccc4c(N5CCN(C)CC5)ccc(c34)C2=O)c2cccnc12	2.2%	-1%	-15%	3%
CCc1cc(=O)n2[nH]c(C)c(-c3ccccc3OC)c2n1	-2.0%	-4%	-12%	6%
CCc1nc2cccnc2n1-c1ccc(CC(=O)Nc2ccc(C)cc2)cc1	?	30%[activator]	-5%[10.9 µM]	-5%
CC1(C)CC(=O)C(C=Nc2cccnc2)=C(O)C1	nt	1%	nt	-5%
CC(=O)c1cccc(NC(=O)C=C(C)C)c1	-2.0%	-10%	-10%	2%
Cc1c(Cl)cccc1NC(=O)CSc1nc(=O)[nH]c2c1CCC2	?	-6%	14%[10.9 µM]	-6%
Cc1cc2oc(C(=O)N(Cc3ccco3)Cc3ccccc3Cl)c(C)c2cc1C	-0.9%	-12%	-70%[inhibitor][10.9 µM]	1%
COc1ncc2nc(-c3cccs3)c(=O)n(CCC#N)c2n1	-3.7%[11.4 µM]	3%	-15%	-6%
CC(C)(C)c1ccc(OCc2cc(=O)n3c4c(sc3n2)CCCC4)cc1	-0.9%	-5%	5%[10.9 µM]	-1%
CCOC(=O)c1cccc(NC(=O)CSc2cc(=O)n(C)c3ccccc23)c1	0.5%	-1%	5%[10.9 µM]	18%
CCN(CC)S(=O)(=O)c1ccc2c(c1)c(=O)c(C(=O)NCCc1ccc(OC)c(OC)c1)cn2C	-1.5%	11%	5%[10.9 µM]	0%
Cc1cc(N2CCN(C)CC2)nc2ccc(NC(=O)Nc3ccc(F)cc3F)cc12	?	?	-1%[10.9 µM]	-15%
COc1cc(NC(=O)c2noc3c2CCCC3)c(OC)cc1Cl	-1.2%	-7%	-10%	12%
COc1ccc(OC)c(NC(=O)CSc2nnc(C3CCCCC3)n2-c2ccccc2)c1	nt	-4%	nt	-8%
Cn1c(=O)c2c(nc(SCC(=O)Nc3ccc(F)c(F)c3)n2Cc2ccccc2F)n(C)c1=O	0.1%	-5%	-17%[10.9 µM]	-10%
(next part)
SMILES	IkB signaling	p53ts 39C kill	Peg3 imprint	p53ts 32C kill
Brc1ccc(NCc2nnc3n2CCCCC3)cc1	-0.4%	-10%	-9%	2%
Cc1ccc(Cn2c(SCC(=O)NCc3ccccc3)nc3ccsc3c2=O)cc1	-2.5%	16µM*	20%[10.9 µM]	0%
COc1cccc(NC(=O)N2CCCC2C(=O)NCC(C)C)c1 (stereo unspecified)	0.2%	2%	-3%	11%
CC(C)CCNC(=O)C(c1ccco1)N(CC1CCCO1)C(=O)Cn1nnc2ccccc21 (stereo unspecified)	0.5%	6%	4%	6%
Cc1cc(N2CCN(c3ccccc3)CC2)nc(-c2ccccc2)n1	5.6%	2%	-21%	0%
CCOC(=O)c1sc2ncn(CC(=O)Nc3cccc(C)c3)c(=O)c2c1C	-2.9%	-1%	5%[10.9 µM]	-2%
Cn1c(=O)c2c(nc(CN3CCC(C(N)=O)CC3)n2CCCc2ccccc2)n(C)c1=O	-1.8%	9%	-1%	7%
COC(=O)[C@@]1(Cc2ccccc2)[C@H]2c3cc(C(=O)N4CCCC4)n(Cc4ccsc4Br)c3C[C@H]2CN1C(=O)c1ccccc1	nt	15%	-26%	41%[activator]
COc1ccc(Cn2c(CCC(=O)Nc3ccc(Br)c(C)c3)nc3cccnc32)cc1	?	?	11%[10.9 µM]	-14%
Cc1cc(C)c2c(=O)cc(CSc3nnc(COc4ccccc4C)n3C)[nH]c2c1	?	-22%	10%[10.9 µM]	3%
CC1CCCCN1C(=O)c1cnn2c(C(F)(F)F)cc(-c3ccco3)nc12 (stereo unspecified)	-0.8%	8%	-6%	-4%
CC(=O)Nc1ccc(NS(=O)(=O)c2ccc3c(c2)CCCN3C(C)=O)cc1	-1.1%	-9%	-14%[10.9 µM]	8%
Cc1onc(-c2ccccc2)c1C(=O)N1CCOCC1	0.9%	11%	-3%	1%
COc1cc(N)c(Cl)cc1C(=O)CCC1CCN(CCNS(C)(=O)=O)CC1	0.4%	-7%	-10%	-1%
COc1ccc(N(C(=O)c2cccc(OC)c2OC)C2C=CS(=O)(=O)C2)c(OC)c1 (stereo unspecified)	-0.3%	17%	-4%	0%
CCNC(=O)c1c(C)[nH]c(C(=O)OCC)c1C	-2.4%	9%	-6%	9%
CCC(=O)Oc1ccc(C2Nc3ccccc3-c3nnc(SC)nc3O2)cc1 (stereo unspecified)	-0.6%	3%	-10%[10.9 µM]	7%
CCNc1ncc2nc(-c3cn(C)c4ccccc34)c(=O)n(CCC#N)c2n1	0.9%[11.4 µM]	4%	?	4%
COc1ccc(OC)c(NC(=O)c2cc(-c3ccc(Cl)s3)nc3ccccc23)c1	?	?	-14%[10.9 µM]	-14%
CCOc1ccc(CCNC(=O)CCCc2cc(-c3ccc(OCC)cc3)on2)cc1	?	-5%	26%[10.9 µM]	-3%
Cc1ccc(NC(=O)Cn2c(=O)n(Cc3ccco3)c(=O)c3ccccc32)c(C)c1	2.7%	-1%	3%[10.9 µM]	-3%
COc1ccc(CCC(=O)NCc2ccc3c(c2)CCN3C(=O)c2ccccc2)cc1	?	-3%	26%[10.9 µM]	-2%
O=C(NCc1ccccc1)C1CCN(S(=O)(=O)N2CCCCCC2)CC1	0.5%	6%	-11%	-2%
CCc1ccc(CNC(=O)CCN2C(=O)COc3ccccc32)cc1	?	18%	-9%[10.9 µM]	-4%
O=c1cnnc(NCc2ccccc2)[nH]1	-0.5%	-7%	-6%	-11%

Given with each value named: entries from further up
> CCN(CC)S(=O)(=O)c1ccc2c(c1)c(=O)c(C(=O)NCCc1ccc(OC)c(OC)c1)cn2C
  IkB signaling = -1.5%
  p53ts 39C kill = 11%
  Peg3 imprint = 5%[10.9 µM]
  p53ts 32C kill = 0%

> Cc1ccc(-n2nc3ccc(NC(=O)c4oc5ccccc5c4C)cc3n2)cc1
  IkB signaling = -1.0%
  p53ts 39C kill = ?
  Peg3 imprint = -5%[10.9 µM]
  p53ts 32C kill = -5%

> Cc1ccc(NC(=O)Cn2c(=O)n(Cc3ccco3)c(=O)c3ccccc32)c(C)c1
  IkB signaling = 2.7%
  p53ts 39C kill = -1%
  Peg3 imprint = 3%[10.9 µM]
  p53ts 32C kill = -3%

> Cn1c(=O)c2c(nc(SCC(=O)Nc3ccc(F)c(F)c3)n2Cc2ccccc2F)n(C)c1=O
  IkB signaling = 0.1%
  p53ts 39C kill = -5%
  Peg3 imprint = -17%[10.9 µM]
  p53ts 32C kill = -10%

New compounds follow
SMILES	IkB signaling	p53ts 39C kill	Peg3 imprint	p53ts 32C kill
O=C(c1ccccc1)c1ccc2nc(Nc3ccccc3Cl)c3nncn3c2c1	-2.1%	29%	-13%[10.9 µM]	7%
O/N=C1/CCCSc2ccccc21	0.6%	2%	-8%	6%
Cc1ccc(-c2[nH]c3c(c2-c2c(-n4cccc4)n(C)c(=O)[nH]c2=O)c(=O)[nH]c(=O)n3C)cc1	0.0%	11%	-5%[10.9 µM]	5%
COc1ccc(CCNC(=O)NCc2noc3ccc(C)cc23)c(OC)c1	-0.7%	-21%	?	-1%
Cn1c(=O)c2c(SCC(=O)NCC3CCCO3)nc(-c3cccc(F)c3)nc2n(C)c1=O (stereo unspecified)	-0.5%	-2%	-13%[10.9 µM]	-4%
CCC(=O)Nc1cccc(C(=O)OCc2cc(=O)n3nc(CC)sc3n2)c1	1.4%	-23%	-18%[10.9 µM]	?
COc1ccc(OC)c(N(CC(=O)Nc2ccc(NC(C)=O)cc2)S(C)(=O)=O)c1	-1.2%	7%	-9%	9%
O=c1[nH]c(CN2CCN(C/C=C/c3ccccc3)CC2)nc2ccccc12	5.0%	11%	-18%	4%
Cc1ccc(CCNC(=O)CCn2c(=O)c3cccn3c3ccc(F)cc32)cc1	?	?	-8%[10.9 µM]	11%
Cc1ccc2nc(Nc3ccc4[nH]c(=O)[nH]c4c3)c(-n3nc(C)cc3C)nc2c1	-12%	?	-44%[inhibitor]	?
CCC(=O)N1CCc2cc(S(=O)(=O)CCC(=O)NCc3cccc(OC)c3)ccc21	-0.8%	10%	-6%[10.9 µM]	1%
COCCN(C(=O)CCCC(=O)Nc1ccccn1)C(C(=O)NC1CCCC1)c1ccc(C)cc1 (stereo unspecified)	2.0%	0%	-7%	5%
CS(=O)(=O)N(CC(=O)Nc1ccc2c(c1)OCO2)Cc1ccc(Cl)cc1	4.0%	3%	8%	-5%
Cc1cc(SCC(=O)c2ccccc2)nc(C)n1	9.4%	-21%	-13%	-16%
N#Cc1ccccc1-c1nc(NCCN2CCOCC2)c2ccccc2n1	-0.2%[11.4 µM]	-6%	-11%	-2%
O=C(Cc1ccccc1F)Nc1ccc(Cl)nc1	nt	-1%	nt	3%
CCOC(=O)c1ccc(N2C(=O)c3n[nH]c(-c4ccco4)c3C2c2ccc(C(=O)OC)cc2)cc1 (stereo unspecified)	?	31%[activator]	9%[10.9 µM]	27%
O=C(NC1CCCCC1)c1ccc2c(c1)sc1nc(-c3ccc(F)cc3)cn12	?	-27%	-11%[10.9 µM]	-4%
Cc1ccccc1OCC(=O)NCC1CCCO1 (stereo unspecified)	2.0%	1%	-11%	4%
CCOc1ccccc1NC(=O)CSc1nnc(-c2cnccn2)n1C	0.7%	5%	0%	1%
O=C(Nc1cccc(-c2nc3cccnc3s2)c1)c1cccc(Br)c1	-3.9%	9%	10%[10.9 µM]	2%
COc1ccc(-c2cc(C(=O)N3CCN(C(c4ccccc4)c4ccccc4)CC3)no2)cc1	0.6%	0%	-34%[inhibitor]	3%
Cc1c(O)nc(SC2CC(=O)N(c3ccccc3)C2=O)[nH]c1=O (stereo unspecified)	0.5%	4%	5%	4%
CCOC(=O)CN1CC23C=CC(O2)C(C(=O)O)C3C1=O (stereo unspecified)	1.2%	-5%	-1%	3%
COc1ccc(-n2c(=O)c(-c3cccs3)nc3cnc(N(C)C)nc32)cc1	-1.4%[11.4 µM]	17%	-4%	7%
Other compounds follow:
SMILES	IkB signaling	p53ts 39C kill	Peg3 imprint	p53ts 32C kill
CCCCN(CCCC)CCNC(=O)c1cn(CC)c2ccc(S(=O)(=O)N(C)C3CCCCC3)cc2c1=O	?	?	16%[10.9 µM]	1%
Cc1ccc(C)c(NC2=NS(=O)(=O)c3ccccc32)c1	-2.8%	5%	-5%	14%
COC(=O)c1c(NS(=O)(=O)c2ccc(C)cc2)sc2c1CCC(C)C2 (stereo unspecified)	nt	0%	nt	-11%
Cc1cccc(NC(=O)C2CCN(S(=O)(=O)c3ccc(F)cc3)CC2)c1C	?	22%	-19%[10.9 µM]	0%
CCCCOCCCNC(=O)COc1ccccc1	-1.1%	9%	-10%	4%
CCCCCNC(=O)c1cc(S(=O)(=O)N2CCCCC2)ccc1F	1.1%	13%	-10%	?
CC(=O)Nc1ccc(C(=O)Cn2nnc3ccccc3c2=O)cc1	-0.2%	-28%	-12%	2%
